Assay outcomes from PubChem.
Pol beta inh: inhibitors of human DNA polymerase beta; P06746; Pol beta primer extension/strand displacement, fluorescence kinetic; Potency, µM (doses to about 114 µM), for inactives: top-dose activity change, negative = inhibition, hits mostly inhibitors; 340,000 tested, 1.3% active; AID 485314; also: potency is read from the fitted curve at half-maximal effect; % is scaled to controls: 0 for no effect and ±100 for the full control effect
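Values derive from four-parameter Hill fits of normalized kinetic data: reads at 0 and 10 min following addition of 50 nM substrate to 10 nM Pol beta preincubated 15 min with compound.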
ERG-DNA inh: ERG Ets/DNA interaction inhibition. P11308. fluorescence polarization, His-ERG Ets domain / labelled DNA. Potency, µM (series often up to 76.9 µM), for the others: at the highest dose FP activity, negative = inhibition, most hits filed as inhibitors. 370,000 tested, 0.028% active; active = well fitted inhibition curve with a large enough effect in the polarisation, with a control signal flat; inconclusive = small, poorly fitted or top-dose-only effect, or effect the other way, or a change in a side signal; inactive = no such curve, though single readings can be large or run the other way; the % refers to the polarisation;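 also: polarization taken with two DNA probes labelled with fluorescein and Texas red; potency is read from the fitted curve at half-maximal effect; % of control where 0% means no effect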
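His-tagged ERG Ets domain (1 uM in the protein solution; 300mM KCl, 50mM Tris-HCl, 1mM EDTA, 1mM DTT, pH 7.5) received compound, then a probe mix of 5 nM fluorescein-DNA and 100nM Texas-615-DNA. Fluorescence polarization was read for both dyes.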
Anesthetic bind: candidate novel general anesthetic via apoferritin binding. P02791. apoferritin/1-aminoanthracene competitive binding, fluorescence. Potency, µM (doses to about 77.5 µM), for inactives: at the highest dose activity change, negative = displacement, usual class: inhibitors. 350,000 tested, 0.074% active. AID 485281; also: potency is read from the fitted curve at half-maximal effect; % is scaled to controls: 0 for no effect and ±100 for the full control effect; nearly all actives have a fitted effect of over 20% in size
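Horse-spleen apoferritin (10 uM) was mixed with 50% saturated 1-aminoanthracene in PBS, exposed to compounds for 10 min at room temperature, and read for fluorescence (ex 380 nm, em 535 nm). Competitive displacement was fitted with a four-parameter Hill equation.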
BLM helicase inh: blocks DNA unwinding by human BLM helicase | recombinant BLM DNA unwinding, fluorescence dequenching | 350,000 tested, 0.2% active | P54132 | Potency, µM (highest dose often 56.1 µM), inactives show top-dose activity change, negative = inhibition, hits mostly inhibitors;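 also: potency is read from the fitted curve at half-maximal effect; plate controls were vehicle for no effect and no enzyme for full effect; nearly all actives have a fitted effect of over 35% in size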
ALOX12 inh: ALOX12 (human) lipoxygenase inhibition; P18054; purified 12hLO, xylenol orange hydroperoxide absorbance; Potency, µM (highest dose often 108 µM), for inactives: at the top dose activity change, negative = inhibition, hits mostly inhibitors; 580,000 tested, 1.1% active; also: potency is read from the fitted curve at half-maximal effect; % is scaled to controls: 0 for no effect and ±100 for the full control effect
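Purified human 12hLO (150 nM final) in 25 mM Hepes, 0.01% Triton X-100, pH 7.0 was preincubated 15 min at room temperature with compound. Then 40 uM arachidonic acid was added, 30 min. Hydroperoxide was read by Fe-XO absorbance ratio 573/405 nm.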
APE1 inh: blocks human APE1 abasic DNA cleavage. AID 2517. recombinant APE1, TAMRA/BHQ-2 abasic DNA cleavage fluorescence. Potency, µM (series often up to 65.8 µM), for inactives: top-dose activity change, negative = inhibition, hits mostly inhibitors. 350,000 tested, 0.35% active. P27695;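 also: potency is read from the fitted curve at half-maximal effect; plate controls were vehicle for no effect and reference inhibitor for full effect; nearly all actives have a fitted effect of over 55% in size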
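Quantitative HTS: incision of a TAMRA/BHQ-2 double-stranded substrate bearing a tetrahydrofuran abasic site by 0.75 nM APE1 raises fluorescence. Substrate 50 nM final, added after 15 min compound preincubation at room temperature; progress as third-minus-first kinetic read difference.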
TRHR agonist: agonists of human TRH receptor. P34981. TRHR cells, calcium flux fluo-8, FDSS agonist mode. activation, % at 2 µM. 360,000 tested, 0.18% active. AID 493084; in the data active = activation above about 30%; also: 0% is about no effect
Target sequence (P34981 whole entry, looked up): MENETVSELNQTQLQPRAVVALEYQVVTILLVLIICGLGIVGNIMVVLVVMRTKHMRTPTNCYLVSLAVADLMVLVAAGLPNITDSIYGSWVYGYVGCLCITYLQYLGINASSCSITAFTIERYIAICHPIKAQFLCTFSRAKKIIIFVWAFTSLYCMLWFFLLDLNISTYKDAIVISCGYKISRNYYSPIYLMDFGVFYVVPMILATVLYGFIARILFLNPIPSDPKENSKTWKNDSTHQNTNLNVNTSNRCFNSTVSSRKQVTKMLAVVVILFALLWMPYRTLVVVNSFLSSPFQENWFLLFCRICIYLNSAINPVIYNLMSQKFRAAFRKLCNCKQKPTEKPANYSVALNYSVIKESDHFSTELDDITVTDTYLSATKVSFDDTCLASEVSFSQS
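In this calcium-flux screen, cells bearing human TRHR are dye-loaded with fluo-8, baselined for 10 cycles, then exposed to library compounds; positive kinetic calcium responses during the agonist phase mark hits, with TRH as control.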
POLK inh: inhibitors of human DNA polymerase kappa; Q9UBT6; purified Pol kappa, fluorescent DNA synthesis assay, 10 min; Potency, µM (titrated, usually from 107 µM), for the others: top-dose activity, negative = inhibition, actives largely listed as inhibitors; 400,000 tested, 0.53% active; AID 588579; also: potency is read from the fitted curve at half-maximal effect; % is scaled to controls: 0 for no effect and ±100 for the full control effect
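10 nM Pol kappa was preincubated with compounds for 15 min at room temperature. Reaction started with 50 nM (final) substrate. Fluorescence read kinetically at 0 and 10 min.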
POLI inh: blocks human DNA polymerase iota activity | 390,000 tested, 1% active | Pol iota fluorescent replication assay, 10 min | Q9UNA4 | Potency, µM (doses to about 115 µM), without a hit: at the top dose activity, negative = inhibition, actives largely listed as inhibitors; also: potency is read from the fitted curve at half-maximal effect
Target sequence (Q9UNA4 whole entry, looked up): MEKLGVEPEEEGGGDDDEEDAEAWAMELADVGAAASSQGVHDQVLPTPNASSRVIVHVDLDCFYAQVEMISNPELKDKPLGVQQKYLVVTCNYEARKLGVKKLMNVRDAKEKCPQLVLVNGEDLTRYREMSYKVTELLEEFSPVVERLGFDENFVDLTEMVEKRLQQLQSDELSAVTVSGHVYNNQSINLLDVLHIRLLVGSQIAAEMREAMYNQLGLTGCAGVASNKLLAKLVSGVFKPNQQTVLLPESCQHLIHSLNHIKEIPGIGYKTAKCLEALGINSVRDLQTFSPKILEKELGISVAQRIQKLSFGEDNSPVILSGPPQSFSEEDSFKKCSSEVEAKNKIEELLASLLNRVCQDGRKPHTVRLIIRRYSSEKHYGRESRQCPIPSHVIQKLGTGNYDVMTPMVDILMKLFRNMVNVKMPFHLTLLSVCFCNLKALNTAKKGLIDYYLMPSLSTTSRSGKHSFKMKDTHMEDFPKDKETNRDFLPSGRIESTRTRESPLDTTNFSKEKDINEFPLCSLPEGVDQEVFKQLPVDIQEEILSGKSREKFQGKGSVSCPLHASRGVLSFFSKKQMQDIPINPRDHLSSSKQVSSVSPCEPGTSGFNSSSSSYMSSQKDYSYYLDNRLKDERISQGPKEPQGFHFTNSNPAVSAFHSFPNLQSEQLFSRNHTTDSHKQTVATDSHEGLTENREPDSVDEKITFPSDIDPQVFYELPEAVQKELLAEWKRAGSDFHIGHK
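Pol iota at 10 nM preincubated 15 min with compounds at room temperature; reaction started with fluorescent substrate, 50 nM final. Fluorescence read kinetically at 0 and 10 min; buffer-only wells as negative control.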
An asterisk follows results filed as active; ? = inconclusive; . = not tested or not shown; & = joins results of further samples; [ ] = another dose, or the depositor's remark. Unless noted, calls follow the shape of the dose curve; as a rule, active = well fitted curve in the direction sought with a large enough effect; inconclusive = small, poorly fitted or top-dose-only effect, or another doubt; inactive = no such curve, though single readings can be large; an effect the other way counts as inactive or inconclusive.

SMILES	Pol beta inh	ERG-DNA inh	Anesthetic bind	BLM helicase inh	ALOX12 inh	APE1 inh	TRHR agonist	POLK inh	POLI inh
CCOc1cccc(/C(O)=C2/C(=O)C(=O)N(Cc3cccnc3)C2c2ccco2)c1 (stereo not drawn)	12%	-6%	-15%	-3%	-5%	-3%	0.1	-17%	-1%
NC(=O)N(N)c1nc(N2CCCC2)nc(N2CCCC2)n1	.	88%[activator]	.	.	7%	12%	0.7	-7%	-1%
CCn1cc(C(=O)NCCCN(CC(C)C)CC(C)C)c(=O)c2cc(S(=O)(=O)N(C)C3CCCCC3)ccc21	8%&15%	8%&1%	-10%&-16%	-5%&-11%	5%&-7%	11%	3.7&0.2	0%&6%	5%&26%
COc1ccc(C2=CC(c3ccc(OC)c(OC)c3)NC(=S)N2)cc1 (stereo not drawn)	17%	-2%	-8%	0%	?	1%	-0.5	-14%	3%
COCCNC(=O)CN(Cc1cccs1)C(=O)CCC(=O)Nc1nccs1	-1%	4%	14%	-6%	5%	3%	-0.5	-12%	-21%
COc1ccc(-c2noc(Cn3c(=O)c4ccccc4n(CC(=O)Nc4cccc(C(F)(F)F)c4)c3=O)n2)cc1	-25%	?	-1%	-7%	2%	.	1.0	-8%	76%[activator]
COc1ccc(CCNCc2ccc(-c3ccccc3)cc2)cc1OC	.	4%	.	.	?	.	.	-17%	-4%
COc1ccc(CNC(=O)c2cnn3c(C(F)F)cc(C)nc23)cc1OC	1%	-25%	74%[activator]	6%	-5%	-2%	0.9	9%	-4%
COC(=O)C1N[C@@H]([C@@H](NC(=O)COc2ccccc2)C(=O)NCc2ccc(OC)cc2)SC1(C)C (stereo partly drawn)	.	-2%	.	.	?	.	.	-10%&-2%	-7%&16%
COc1cccc(/C=N/n2nnnc2N)c1OCc1ccccc1Cl	-11%	-4%	3%	-3%	0%	4%	0.5	-9%	8%
CCOC(=O)C1=C(C)OC(N)=C(C#N)C1c1cncc(-c2ccc(F)cc2)c1 (stereo not drawn)	-11%	-7%	6%	-3%	?	2%	-0.2	-23%	10%
Cn1ccnc1-c1nnn(-c2ccc(F)cc2)n1	.	-3%	.	.	6%	.	.	-4%	28%
COc1ccc(C(=O)NNC(=O)Cn2nnc(-c3ccc(OC)c(OC)c3)n2)cc1	8%	-3%	-5%	-2%	-1%	-7%	0.0	-5%	-20%
O=C(N/N=C/c1ccc2nccnc2c1)c1ccc(Br)cc1	?	1%	4%	-10%	0%	0%	0.3	2%	36%[activator]
O=C(CCc1ccccc1)NCCSCc1c(F)cccc1Cl	75%	-2%	-5%	5%	-12%	15%	-1.2	-13%	18%
COc1cccc(CNC(=O)c2ccc(-c3nc(CSc4ccccc4)c(C)o3)cc2)c1	5%	-1%	-13%	-2%	-22%	.	2.8	-2%	26%
Cc1c(C(=O)N2CCOCC2)sc2ncn(CC(=O)N3CCC(C)CC3)c(=O)c12	-25%	1%	0%	-1%	.	-2%	0.5	-18%	8%
Nc1ncnc2c1ncn2-c1ccccc1Cl	.	-10%	.	.	12%	.	.	-13%	88%[activator]
CCCn1c(SCC(=O)Nc2ccc(F)c(Cl)c2)nc(O)cc1=O	.	-3%	.	.	13%	6%	.	0%	-8%
CC1(C)Cc2nc3oc4c(=O)n(CC(=O)Nc5ccccc5)cnc4c3cc2CO1	-18%	-2%	-8%	-1%	2%	1%	0.4	0%	-25%
COC(=O)c1cn(NC(=O)CCC2CCCC2)c(=O)c2ccccc12	-14%	-10%	?	-12%	10%	-2%	-0.8	7%	-2%
COc1ccc(CCNC(=O)Cn2cc(C(F)(F)F)cc(Cl)c2=O)cc1OC	38%	15%	0%	2%	2%	?	-0.3	-6%	24%
COC(=O)CC1C(=O)NCCN1C(=S)NC(=O)c1ccccc1[N+](=O)[O-] (stereo not drawn)	-10%	0%	-1%	4%	?	0%	0.6	-4%	163%[activator]
COc1ccc(NC(=O)c2cnn(-c3ccc(F)cc3F)c2C2CCN(C(=O)OC(C)(C)C)CC2)cc1Cl	3%	3%	-11%	-10%	-25%	.	0.2	-11%	20%
COc1cc(C(=O)NCc2nnc(SCC(=O)Nc3cccc(C)c3)o2)cc(OC)c1OC	-9%	6%	-3%	-1%	-17%	3%	0.2	4%	-14%
COc1ccc(CCNC(=O)c2ccc3c(c2)N(Cc2ccccc2)C(=O)c2ccccc2S3=O)cc1OC (stereo not drawn)	?	3%	3%	-2%	-7%	.	-0.5	-19%	-15%
COc1ccc(-c2csc(-c3c(N)c(C(=O)c4ccccc4)n4ccccc34)n2)cc1OC	0%	0%	1%	-5%	-24%	.	1.1	-9%	-12%
CCC(C)[C@@H](CN)NCC1(c2ccccc2)CC1 (stereo partly drawn)	.	15%	.	.	5%	15%	0.3	-13%	?
CC(C)N(C(=O)COC(=O)c1cncc(Br)c1)C(C)C	9%	-1%	-2%	1%	-2%	2%	0.3	-9%	78%[activator]
O=C(NN1C(=O)c2ccccc2NC1c1ccco1)c1ccc([N+](=O)[O-])cc1 (stereo not drawn)	5%	2%	-5%	-10%	0%	-2%	-0.4	2%	5%
CCN1CCN(CCCNC(=O)c2ccc3c(=O)n(CCc4ccccc4)c(=O)[nH]c3c2)CC1	46%	-9%	3%	-3%	-18%	-15%	1.4	-1%	94%[activator]
C[C@@H](c1ncncc1F)[C@](O)(Cn1cncn1)c1ccc(F)cc1F	-1%	.	-1%	-1%	?	2%	-0.1	.	.
Cc1ccc(C)c(-c2nn(-c3cc(N4CCN(CCO)CC4)ccc3[N+](=O)[O-])c(=O)c3ccccc23)c1	1%	0%	?	-14%	?	-2%	0.1	-16%	2%
O=C(O)c1nn(CC(=O)N2CCN(c3ccccc3)CC2)c(=O)c2ccccc12	9%	2%	-12%	-1%	-1%	11%	-0.8	-14%	13%
O=C(c1ccco1)N1CCN(Cc2cn[nH]c2-c2ccc(F)cc2F)CC1	19%	13%	-4%	-2%	-5%	29%	-1.5	-1%	26%
O=C(NCc1ccccn1)C1CC(c2ccc(F)cc2)=NO1 (stereo not drawn)	30%	-1%	-14%	-2%	-12%	4%	0.6	-8%	36%[activator]
c1ccc(C2[C@H]3CN(Cc4cccnc4)[C@H](c4ccccc4)C34CC2(c2cccnc2)C4)cc1 (stereo partly drawn)	1%	18%	-1%&-17%	-7%&-7%	17%	-4%&-12%	-0.1	-17%	?
CSc1cccc(NC(=O)C2CCN(S(C)(=O)=O)CC2)c1	-8%	.	6%	-2%	-1%	-6%	0.6	-1%	39%[activator]
CC(C)C(=O)Nc1ccc(COc2ccccc2CN(Cc2ccccc2)C(=O)OC(C)(C)C)cc1	.	8%	.	.	-51%	.	.	-6%	14%
COc1ccc2oc(C(=O)OCC(=O)Nc3ccc(N4CCOCC4)cc3)c(C)c2c1	.	0%	.	.	-13%	-24%	0.3	-13%	-17%
Cc1c(Cc2ccccc2)c(=O)oc2c(C)c(OCC(=O)Nc3ccc(C#N)cc3)ccc12	1%[57.1 µM]	8%	-13%	4%	-17%	1%	1.2	-3%	194%[activator]
O=C(CN1CCN(c2ccc(F)cc2)CC1)Nc1nccs1	13%	-4%	-3%	-7%	1%	6%	1.0	4%	28%
CCOc1ccccc1C(=O)NC(C)c1ccc2c(c1)OCO2 (stereo not drawn)	3%	-9%	-4%	-8%	25%	17%	0.0	0%	6%
Cc1cc(C)c2nc(NNC(=O)c3ccc(S(=O)(=O)N4CCc5ccccc5C4)cc3)sc2c1	0%	-6%	-19%	-10%	?	-1%	-0.3	-11%	7%
CCOC(=O)c1cnc(SC)nc1N1CCCC1	7%	1%	-6%	-4%	5%	14%	-1.6	-8%	116%[activator]
COc1cccc(N2C(C(C)=O)=NN(c3ccccc3)C2c2ccc(N3CCOCC3)cc2)c1 (stereo not drawn)	1%	6%	-10%	-1%	-8%	5%	1.5	-5%	12%
COc1ccccc1N1CCN(C(=O)Nc2ccc([N+](=O)[O-])cc2)CC1	-8%	3%	-12%	3%	-21%	-2%	0.7	-3%	155%[activator]
O=C(NC(C(=O)N/N=C/c1cccc2ccccc12)c1n[nH]c(=O)c2ccccc12)c1ccccc1 (stereo not drawn)	-3%	2%	-20%	-8%	1%	-2%	1.0	-2%	?
COc1cc(/C=N/NC(=O)c2ccncc2)ccc1Oc1ccc([N+](=O)[O-])cn1	-5%	-2%	-12%	-11%	3%	3%	-0.2	-5%	36%[activator]
CC(C(=O)Nc1ccc2c(c1)OCCO2)N1CCN(C(=O)c2ccco2)CC1 (stereo not drawn)	1%	8%	-3%	-3%	0%	0%	0.1	-15%	16%
Cc1cccc(CCNC(=O)C2CCCN(c3cnccn3)C2)c1 (stereo not drawn)	-1%	-6%	1%	-4%	0%	-5%	-0.5	-23%	17%
COC(=O)c1ccc(NC(=S)NC2CCCCC2C)cc1 (stereo not drawn)	6%	-2%	2%	2%	-15%	8%	0.6	-7%	-7%

In a second layout: 3 of the compounds above
> CCOc1ccccc1C(=O)NC(C)c1ccc2c(c1)OCO2 (stereo not drawn)
  Pol beta inh = 3%; ERG-DNA inh = -9%; Anesthetic bind = -4%; BLM helicase inh = -8%; ALOX12 inh = 25%; APE1 inh = 17%; TRHR agonist = 0.0; POLK inh = 0%; POLI inh = 6%
> Cc1cc(C)c2nc(NNC(=O)c3ccc(S(=O)(=O)N4CCc5ccccc5C4)cc3)sc2c1
  Pol beta inh = 0%; ERG-DNA inh = -6%; Anesthetic bind = -19%; BLM helicase inh = -10%; ALOX12 inh = ?; APE1 inh = -1%; TRHR agonist = -0.3; POLK inh = -11%; POLI inh = 7%
> CCOC(=O)c1cnc(SC)nc1N1CCCC1
  Pol beta inh = 7%; ERG-DNA inh = 1%; Anesthetic bind = -6%; BLM helicase inh = -4%; ALOX12 inh = 5%; APE1 inh = 14%; TRHR agonist = -1.6; POLK inh = -8%; POLI inh = 116%[activator]

Some of the compounds tested; count on the stated rates, not on these rows.
